Assay outcomes deposited in PubChem by National Center for Advancing Translational Sciences (NCATS).
S-ASM inh: human S-ASM enzyme inhibition. P17405. placental ASM, HMU-PC fluorogenic substrate, 60 min. Potency, µM (highest dose often 57.5 µM), for the others: top-dose activity change, negative = inhibition, most hits filed as inhibitors. actives 0.006% (n = 340,000). AID 504937; note: potency is the fitted concentration of half-maximal effect
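Human placenta-derived ASM enzyme was preincubated with compound for 10 minutes at room temperature, then given fluorogenic substrate HMU-PC0 (9 uM final) for 60 minutes at 37 °C; a pH 10 stop preceded fluorescence reading at Ex 386/Em 447 nm.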
TSHR antagonist: blocks TSH signaling through the human TSH receptor | P16473 | activity change, negative = inhibition, % at 11.5 µM | TSHR-expressing cells, TSH-stimulated cAMP HTRF, 2 h; stronger effect = lower value | actives 0.2% (n = 330,000);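 active = activity change below a set negative limit, meaning inhibition stronger than a set level, cut at about -70% in these data; inconclusive = activity change between two set negative limits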; note: % is set by controls: 0 for no effect and ±100 for the full control effect
Target sequence (P16473 whole entry, looked up): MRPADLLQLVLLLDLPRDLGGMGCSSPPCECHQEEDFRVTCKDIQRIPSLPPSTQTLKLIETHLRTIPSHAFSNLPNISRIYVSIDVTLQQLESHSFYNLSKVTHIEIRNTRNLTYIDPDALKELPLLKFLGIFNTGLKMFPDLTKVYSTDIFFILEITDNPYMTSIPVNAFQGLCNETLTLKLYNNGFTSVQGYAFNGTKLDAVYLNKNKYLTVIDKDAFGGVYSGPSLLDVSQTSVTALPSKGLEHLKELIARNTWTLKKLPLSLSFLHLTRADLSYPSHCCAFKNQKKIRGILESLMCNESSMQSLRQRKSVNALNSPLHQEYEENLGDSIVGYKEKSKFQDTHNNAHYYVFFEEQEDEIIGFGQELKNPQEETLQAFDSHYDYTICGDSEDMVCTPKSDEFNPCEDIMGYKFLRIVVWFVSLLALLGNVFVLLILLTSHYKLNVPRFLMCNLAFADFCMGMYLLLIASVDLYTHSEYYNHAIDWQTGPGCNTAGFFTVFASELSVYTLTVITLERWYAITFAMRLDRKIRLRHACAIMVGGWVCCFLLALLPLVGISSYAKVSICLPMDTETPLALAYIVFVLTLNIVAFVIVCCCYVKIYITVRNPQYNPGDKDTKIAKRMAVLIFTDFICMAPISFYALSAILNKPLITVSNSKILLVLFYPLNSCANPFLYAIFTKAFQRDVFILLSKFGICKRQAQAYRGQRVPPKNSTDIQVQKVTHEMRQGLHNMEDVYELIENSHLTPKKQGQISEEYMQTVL
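Competitive HTRF cAMP read-out (cryptate anti-cAMP antibody, cAMP-d2; 30 min, room temperature) in freshly harvested TSHR cells. Compounds added before TSH at EC80 (4nM final), followed by 2 hours' incubation at 37 deg C.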
Menin-MLL TR inh: menin-MLL binding inhibition, Texas Red mutant peptide. AID 1768. Menin + Texas Red MLL mutant peptide, fluorescence polarization. Potency, µM (series often up to 61.6 µM), for the others: top-dose FP activity change, negative = inhibition, usual class: inhibitors. actives 0.23% (n = 270,000); active = well fitted inhibition curve with a large enough effect in the polarisation, with a control signal flat, not every such curve was filed as active; inconclusive = small, poorly fitted or top-dose-only effect, or effect the other way, or a change in a side signal; inactive = no such curve, though single readings can be large or run the other way; the % refers to the polarisation; note: potency is the fitted concentration of half-maximal effect; % of control where 0% means no effect; many of its hits are not listed in these tables
BCR signal inh: inhibitors of chronic active B-cell receptor signaling; actives 0.05% (n = 340,000); Potency, µM (doses to about 46.1 µM), for inactives: at the highest dose ratio change, negative = lower green/red ratio, actives largely listed as inhibitors; ABC-DLBCL IkBa-CBG/CBR reporter, luminescence ratio, 4 h; active = well fitted inhibition curve with a large enough effect in the signal ratio, with a control signal flat, not every such curve was filed as active; inconclusive = small, poorly fitted or top-dose-only effect, or effect the other way, or a change in a side signal; the % refers to the signal ratio;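 note: potency is the fitted concentration of half-maximal effect; plate controls were basal doxycycline-induced cells for no effect and cells given 10 µM MG132 for full effect; MG132 reads +100%, hits lower the ratio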
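Cell line TMD8 (human ABC DLBCL), stably expressing tet-inducible CBG68-IkBa fusion and CBR; IMDM/0.5% FBS; cpd up to 46 uM; dox induction, 4 h, 37C/5% CO2; dual luminescence; green/red ratio; MG132 control.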
GALK inh: galactokinase (human) inhibition; P51570; Purified GALK, Kinase-Glo residual ATP luminescence; Potency, µM (titrated, usually from 57.5 µM), for the others: top-dose activity change, negative = inhibition, most hits filed as inhibitors; actives 0.007% (n = 270,000); AID 1868; note: potency is the fitted concentration of half-maximal effect; % is set by controls: 0 for no effect and ±100 for the full control effect
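Kinase-Glo Plus luminescence measured ATP left after a 1 h room-temperature reaction. The reaction used 5 nM GALK, 100 uM galactose and 35 uM ATP at pH 8.0 (20 mM HEPES, 5 mM MgCl2, 60 mM NaCl, 1 mM DTT, 0.01% BSA).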
MBNL1-CUG inh: blocks human MBNL1 binding to CUG repeat RNA | TR-FRET MBNL1-His/biotin-(CUG)12 binding, 665/545 ratio | AID 2675 | Potency, µM (highest dose often 57.5 µM), for the others: top-dose activity change, negative = inhibition, usual class: inhibitors | Q9NR56 | actives 0.036% (n = 280,000); active = well fitted inhibition curve with a large enough effect in the signal ratio, with a control signal flat, not every such curve was filed as active; inconclusive = small, poorly fitted or top-dose-only effect, or effect the other way, or a change in a side signal; inactive = no such curve, though single readings can be large or run the other way; the % refers to the signal ratio; note: potency is the fitted concentration of half-maximal effect; % is set by controls: 0 for no effect and ±100 for the full control effect
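His-tagged MBNL1 binding to biotinylated (CUG)12 RNA was measured by TR-FRET using terbium anti-His antibody (0.055 ng/ul final) and streptavidin-XL665 (5 nM final). Compounds were titrated 92 nM to 58 uM; 60 min at room temperature.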
Mito fusion yeast: blocks mitochondrial division or promotes mitochondrial fusion. actives 0.23% (n = 320,000). Potency, µM (titrated, usually from 46.1 µM), inactives show top-dose growth rescue (activation), usual class: activators. S. cerevisiae fusion-defective mutant growth rescue, CellTiterGlo 48 h. AID 485298;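 note: potency is the fitted concentration of half-maximal effect; % of control where 0% means no effect; nearly all actives have a fitted effect of over 45% in size; temperature-sensitive fusion mutants such as fzo1-1 at 37 °C on non-fermentable ethanol glycerol medium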
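Yeast fusion mutant, YPEG (non-fermentable carbon), compound, 48 h at 37C non-permissive; CellTiterGlo added, 10 min RT, luminescence read. Rescued growth = division inhibition.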
Eya2 inh: inhibitors of human Eya2 phosphatase activity; Potency, µM (titrated, usually from 76.9 µM), without a hit: at the top dose activity, negative = inhibition, usual class: inhibitors; AID 488837; actives 0.006% (n = 330,000); recombinant Eya2, OMFP fluorescence dephosphorylation (OMFP is methylfluorescein phosphate); note: potency is the fitted concentration of half-maximal effect; % is set by controls: 0 for no effect and ±100 for the full control effect
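Eya2 (0.2 uM) preincubated 10 min at ambient with compound, then OMFP substrate added at 50 uM; 10 min reaction in 50 mM HEPES pH 7.5, 50 mM NaCl, 5 uM MgCl2, 0.05% BSA, 1 mM DTT. Fluorescence read at Ex 485/Em 525 nm.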
hERG WT inh: KCNH2 (human, wildtype) channel inhibition; Q12809; U2OS, BacMam KCNH2, thallium flux FluxOr; stronger effect = lower value; activity change, % at 1.84 µM; actives 0.37% (n = 340,000); AID 720551;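 active = maximum activity change below -70%; inconclusive = maximum activity change between -70% and -50%; inactive = maximum activity change above -50%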; note: % is set by controls: 0 for no effect and ±100 for the full control effect
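U2OS cells transduced with wild-type KCNH2 virus are loaded with FluxOr dye for 45 min, and thallium flux is measured in kinetic reads before and after stimulation buffer. Rate constants are normalized to DMSO controls.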
USP2a inh: blocks human ubiquitin-specific protease USP2a | Potency, µM (titrated, usually from 38.3 µM), without a hit: at the top dose activity change, negative = inhibition, hits mostly inhibitors | actives 0.01% (n = 330,000) | USP2 core, Ub-CHOP2 coupled fluorogenic reporter, 485/531 | AID 463254;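 note: potency is the fitted concentration of half-maximal effect; plate controls were DMSO wells for no effect and full inhibition by NEM control for full effect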
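Deubiquitinase activity read as fluorescence (485/531 nm) after Ub-CHOP2 cleavage activates the enterokinase reporter on its substrate; USP2 core 10nM, Ub-CHOP2 and substrate 25nM each, 30min compound preincubation then 60min RT; data normalized to NEM, curves fitted.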
PKM2 act: activators of human pyruvate kinase M2 | P14618 | purified PKM2, Kinase-Glo ATP luminescence, activation; response scale: 0% is enzyme alone, no compound | Potency, µM (titrated, usually from 57.5 µM), without a hit: at the top dose activation, hits mostly activators | actives 0.34% (n = 260,000) | AID 1631; note: potency is the fitted concentration of half-maximal effect; % is set by controls: 0 for no effect and ±100 for the full control effect; nearly all actives have a fitted effect of over 55% in size
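Kinase-Glo luminescence reports ATP generated from ADP (0.1 mM) and PEP (0.5 mM) by purified hPK-M2 after 1 h at room temperature, pH 7.2 imidazole buffer; intermediate enzyme activity allows detecting inhibitors and activators.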
An asterisk follows results filed as active; ? = inconclusive; · = not tested or not shown; [ ] = remark or other dose. Unless noted, calls come from the whole dose curve; as a rule, active = well fitted curve in the direction sought with a large enough effect; inconclusive = small, poorly fitted or top-dose-only effect, or another doubt; inactive = no such curve, though single readings can be large; an effect the other way counts as inactive or inconclusive. This is a subset; count on the stated rates, not on these rows.

SMILES	S-ASM inh	TSHR antagonist	Menin-MLL TR inh	BCR signal inh	GALK inh	MBNL1-CUG inh	Mito fusion yeast	Eya2 inh	hERG WT inh	USP2a inh	PKM2 act
Cc1ccc(C)c(S(=O)(=O)NC(CCC(N)=O)C(=O)O)c1 (stereo not drawn)	2%	2	8%	-1%	5%	-7%	1%	11%	-10	3%	-2%
O=S(=O)(Nc1ncccn1)c1ccc(Cl)cc1	2%	-7	-4%	?	5%	-7%	5%	-12%	-14	0%	-2%
c1ccc(Cc2noc(CN3CCCC(CN4CCOCC4)C3)n2)cc1 (stereo not drawn)	-1%	-2	-4%	-3%	1%	-7%	0%	16%	-15	-1%	-2%
CCCC1=Nc2cc(C(=O)NCCN3CCOCC3)ccc2Sc2ccccc21	-1%	6	-16%	?	0%	-1%	6%	1%	-3	1%	0%[0.46 µM]
O=C(Nc1ccc(C(F)(F)F)cc1)c1ccccc1-n1cnnn1	-4%	-18	·	1%	·	·	-5%	-7%	6	2%	·
CCOc1ccc(N(C(=O)c2ccc3c(c2)OCO3)C2C=CS(=O)(=O)C2)cc1 (stereo not drawn)	0%	-1	-1%	-8%	-2%	20%	0%	1%	-5	0%	-2%
O=C(CN1CCN(c2nc(-c3ccc(F)cc3)cs2)CC1)Nc1ccc2c(c1)OCO2	-12%	-30	8%	0%	4%	8%	7%	1%	-1	-2%	3%
CCCCCCC(O)(c1ccc(OC)cc1)C(CN1CCOCC1)c1ccccc1 (stereo not drawn)	1%	-1	?	-1%	2%	-9%	-10%	?	-3	-7%	·
NS(=O)(=O)c1cccc(NC(=O)c2cccnc2Oc2ccccc2)c1	1%	-5	·	?	9%	-2%	1%	?	-1	0%	-1%
O=C(Cc1ccccc1)Nc1nc(-c2ccc(F)c(F)c2)cs1	-2%	-15	·	?	2%	6%	6%	-4%	-2	4%	·
COc1ccc(NC(=O)c2nc[nH]c2C(=O)N[C@@H](C)C(=O)OC(C)(C)C)cc1	-8%	-13	·	-1%	7%	2%	5%	-16%	5	-10%	1%
CN(CC(=O)Nc1ccccc1Cl)C(=O)C1CCN(C(=O)c2ccc(F)cc2)CC1	3%	14	·	-8%	·	·	-4%	-15%	-1	-7%	·
COc1ccc(CN(C(=O)c2cnccn2)C(C(=O)NC(C)(C)C)c2cc(OC)c(OC)c(OC)c2)cc1 (stereo not drawn)	8%	19	-9%	-2%	1%	-1%	-5%	4%	-4	0%	-6%
CCOc1ccccc1-c1cc(C(=O)Nc2ccc(C(=O)O)cc2)c2ccccc2n1	1%	-33	?	1%	·	-5%	-83%[inhibitor]	1%	-7	1%	·
CCc1ncc(CN2CCCC(C(=O)Nc3cccc(-c4cccc(C)c4)c3)C2)cn1 (stereo not drawn)	-13%	1	·	1%	-2%	-13%	2%	-1%	9	1%	0%
Cc1cc(NC(=O)c2cnn3c(C(F)(F)F)cc(-c4ccc(Br)cc4)nc23)no1	-10%	-5	-1%	11%	0%	4%	6%	2%	-17	3%	21%
COc1ccc(S(=O)(=O)N2CCC(C(=O)NC3CC3)CC2)cc1Cl	6%	2	11%	-1%	0%	-1%	-5%	2%	2	3%	-4%
O=C(OCC(=O)N1CCOCC1)c1ccccc1OCc1ccccc1	-2%	10	·	-3%	·	·	-1%	0%	5	2%	·
CC[N+]1=CN(c2ccccc2)C(C)=CC1(C)C	-1%	12	-9%	0%	·	5%[11.5 µM]	·	13%	-1	5%	-8%
Cc1csc2nc(CCNS(=O)(=O)c3cccs3)cn12	3%	-6	0%	12%	3%	3%	-3%	9%	-2	-1%	5%
Cn1nc(C(F)(F)F)c2cc(C(=O)Nc3ccc(F)cc3F)sc21	-8%	3	0%	0%	1%	-8%	9%	-10%	9	1%	-19%
O=S(=O)(c1ccc(Br)cc1)n1c(Cc2ccccc2)nc2ccccc21	5%	7	0%	?	-4%	?	-3%	4%	-3	1%	2%
CCOC(=O)c1cccc(NC(=O)C2(S(=O)(=O)c3ccc(Cl)cc3)CC2)c1	-3%	-3	-5%	1%	2%	·	14%	-4%	2	2%	4%
CCC(CC)C(=O)N1CC(=O)Nc2ccc(C)cc2C1c1ccccc1 (stereo not drawn)	3%	-1	?	?	4%	1%	2%	6%	-2	0%	·
O=C(Nc1cc(C(=O)N2CCN(c3ccccc3)CC2)ccc1Cl)c1cccs1	-4%	-3	·	3%	·	·	·	-34%	15	2%	·

(more compounds)
SMILES	S-ASM inh	TSHR antagonist	Menin-MLL TR inh	BCR signal inh	GALK inh	MBNL1-CUG inh	Mito fusion yeast	Eya2 inh	hERG WT inh	USP2a inh	PKM2 act
CCCCC(C(=O)N/N=C/c1ccccn1)C(=O)N/N=C/c1ccccn1	1%	4	·	9%	7%	·	-5%	2%	-10	6%	0%
CN(C)C(CNC(=O)CCNC(=O)c1ccc(Br)cc1)c1ccco1 (stereo not drawn)	5%	-4	·	2%	·	·	-1%	-30%	5	2%	·
O=C(NCC(c1ccco1)N1CCc2ccccc2C1)c1ccc(F)cc1 (stereo not drawn)	5%	5	·	3%	·	·	19%	20%	4	0%	·
Cc1ccccc1N(Cc1ccccc1F)S(C)(=O)=O	5%	33	9%	?	3%	1%	-4%	8%	-24	4%	0%
CCCCOc1ccccc1C(=O)NCCCC(=O)O	2%	-11	11%	?	3%	5%	0%	9%	2	2%	3%
CC1CCCN(C(=O)CN(C)S(=O)(=O)c2cccc3nsnc23)C1 (stereo not drawn)	-1%	2	1%	2%	-5%	?	1%	-1%	-1	3%	·
O=C(CC1CCCCC1)NC1CCCC1	9%	14	-2%	?	0%	-1%	0%	5%	0	3%	-2%
O=c1nc2s/c(=C\c3ccco3)c(=O)n2nc1Cc1ccc(F)cc1	-3%	-14	?	14%	0%	23%	2%	7%	-2	1%	8%
COC(=O)c1ccc(N2CCN(C)CC2)c(NC(=O)c2cccs2)c1	1%	30	1%	8%	3%	-5%	7%	-1%	3	2%	-3%
CC1CC(C)CN(CCC(=O)Nc2ccc(Br)cc2)C1 (stereo not drawn)	2%	58	0%	-1%	-7%	1%	-3%	6%	55	0%	0%
CCOc1ccc(C(C)=O)cc1COC(=O)CN1C(=O)NC2(CCCC2)C1=O	·	0	·	1%	·	·	-7%	-7%	-15	3%	·
CN(CCN1CCc2ccccc2C1)Cc1nc(Cc2ccccc2F)no1	1%	-11	-14%	-20%	-2%	-3%	-6%	-2%	2	1%	2%

Profiles, looked up by structure. Screens in order: S-ASM inh	TSHR antagonist	Menin-MLL TR inh	BCR signal inh	GALK inh	MBNL1-CUG inh	Mito fusion yeast	Eya2 inh	hERG WT inh	USP2a inh	PKM2 act
CC1CCCN(C(=O)CN(C)S(=O)(=O)c2cccc3nsnc23)C1 (stereo not drawn) is entered as -1%	2	1%	2%	-5%	?	1%	-1%	-1	3%	·
O=C(CC1CCCCC1)NC1CCCC1 is entered as 9%	14	-2%	?	0%	-1%	0%	5%	0	3%	-2%
O=C(NCC(c1ccco1)N1CCc2ccccc2C1)c1ccc(F)cc1 (stereo not drawn) is entered as 5%	5	·	3%	·	·	19%	20%	4	0%	·
CN(CCN1CCc2ccccc2C1)Cc1nc(Cc2ccccc2F)no1 is entered as 1%	-11	-14%	-20%	-2%	-3%	-6%	-2%	2	1%	2%
COC(=O)c1ccc(N2CCN(C)CC2)c(NC(=O)c2cccs2)c1 is entered as 1%	30	1%	8%	3%	-5%	7%	-1%	3	2%	-3%
